# Screening results (PubChem)
# FBA Mtb inh = Mtb FBA enzyme inhibitors, primary screen, biochemical, fluorescence, strain H37Rv | inhibition, % at 1 µM | hit rate 2.3% among 360,000 | AID 588726, 2011 | purified M. tuberculosis FBA, fluorescence read-out | Fructose-bisphosphate aldolase (Mycobacterium tuberculosis (strain ATCC 25618 / H37Rv)), …; in the data active = inhibition above about 27%;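 also: 0% = vehicle and 100% = reference inhibitor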
# Target sequence (P9WQA3 whole entry, looked up): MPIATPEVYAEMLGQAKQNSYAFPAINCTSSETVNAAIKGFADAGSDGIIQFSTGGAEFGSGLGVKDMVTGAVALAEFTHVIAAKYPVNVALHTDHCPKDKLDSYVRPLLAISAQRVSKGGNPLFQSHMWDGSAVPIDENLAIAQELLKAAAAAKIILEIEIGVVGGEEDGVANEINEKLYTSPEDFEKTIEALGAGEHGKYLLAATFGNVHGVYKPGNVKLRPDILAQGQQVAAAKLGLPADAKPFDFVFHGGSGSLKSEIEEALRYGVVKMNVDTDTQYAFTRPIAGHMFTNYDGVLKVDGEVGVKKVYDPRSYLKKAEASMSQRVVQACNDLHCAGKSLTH
# FadD28 binding = inhibitors of FadD28 bisubstrate probe binding, primary screen, biochemical, fluorescence polarization, single point; Mycobacterium tuberculosis FadD28 fatty-acid-AMP ligase; inhibition, % at 12.5 µM; hit rate 0.22% among 360,000; in the data active = inhibition above about 8.5%, passing the limit was not always enough
# GDH-TPI inh = GDH-TPI coupling enzyme inhibitors, primary screen, artefact control for M. tuberculosis FBA inhibitor project, biochemical, absorbance, full deck | GDH-TPI coupled enzyme counterscreen, NADH absorbance | inhibition, % at 4.8 µM | hit rate 1.2% among 360,000; in the data active = inhibition above about 30%;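 also: 0% = DMSO wells and 100% = wells lacking the enzyme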
# PfHsp40 yeast = rescue of yeast from PfHsp40 toxicity, primary screen, S. cerevisiae, ATP luminescence | growth rescue, % at 12.5 µM | S. cerevisiae expressing PfHsp40, growth rescue | hit rate 0.68% among 340,000 | AID 504582, 2011; in the data active = growth rescue above about 28%, passing the limit was not always enough;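 also: yeast W303a lacking pdr1 and pdr3 grown in galactose medium; growth measured after three days at 30 °C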
# Mtb UGM inh = M. tuberculosis UGM enzyme inhibitors, primary screen, biochemical, fluorescence polarization, single point | hit rate 0.06% among 320,000 | purified UGM, fluorescence polarization probe displacement | inhibition, % at 10 µM | AID 504406, 2011 | UDP-galactopyranose mutase (Mycobacterium tuberculosis (strain ATCC 25618 / H37Rv)), …; in the data active = inhibition above about 10%, passing the limit was not always enough
# Target sequence (P9WIQ1 whole entry, looked up): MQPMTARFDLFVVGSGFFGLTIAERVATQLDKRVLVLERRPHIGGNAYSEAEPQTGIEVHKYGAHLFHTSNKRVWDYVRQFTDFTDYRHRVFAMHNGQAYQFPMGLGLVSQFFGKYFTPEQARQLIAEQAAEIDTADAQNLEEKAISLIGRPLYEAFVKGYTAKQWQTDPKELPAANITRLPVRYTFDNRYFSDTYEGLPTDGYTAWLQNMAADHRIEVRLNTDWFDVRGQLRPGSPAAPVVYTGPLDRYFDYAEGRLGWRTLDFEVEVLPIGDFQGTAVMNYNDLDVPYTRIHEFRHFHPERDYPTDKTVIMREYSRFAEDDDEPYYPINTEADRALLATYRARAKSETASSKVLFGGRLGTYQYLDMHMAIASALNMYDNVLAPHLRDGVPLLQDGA
# TcdB GH inh = TcdB glycohydrolase inhibitors, primary screen, biochemical, single point, plate reader | inhibition, % at 9.99 µM | AID 652162, 2013 | TcdB glycohydrolase enzymatic assay | hit rate 0.24% among 350,000; in the data active = inhibition above about 10%
# Y pestis TopoI = Yersinia pestis topoisomerase I inhibitors, primary screen, biochemical, cleavage product accumulation, plate reader, single point | Y. pestis Topo-I cleavage product accumulation | activity, % at 10 µM | hit rate 0.064% among 360,000 | AID 504884, 2011; in the data active = activity above about 50%, passing the limit was not always enough; also: inactives centre near 2
# BH1578 lux ind = inducers of Vibrio cholerae quorum light production without autoinducers, primary screen, BH1578 luxS cqsA deficient, single point. hit rate 0.16% among 350,000. activation, % at 18.7 µM. AID 588436, 2011. V. cholerae BH1578 lux reporter, luminescence, 6 h; in the data active = activation mostly above about 9.7%, no sharp cut-off; also: not every result past the cut was called active; inactives centre near 0; reference of the scale not given here
# BioA inh = M. tuberculosis BioA enzyme inhibitors, primary screen, biochemical, plate reader, single point, HTS; purified M. tuberculosis BioA enzyme; inhibition, % at 9.99 µM; hit rate 0.096% among 360,000; in the data active = inhibition above about 40%
# * hit, by the source's call; i = inactive; / = no result given; & = joins results of further samples.
structure,FBA Mtb inh,FadD28 binding,GDH-TPI inh,PfHsp40 yeast,Mtb UGM inh,TcdB GH inh,Y pestis TopoI,BH1578 lux ind,BioA inh
O=c1[nH]n(CC2COC3(CCCCC3)O2)c(=O)c2ccccc12 (centres undefined),4,-1.6,4,-0.3,-0.8,-0.4,2,2.9,0.7
N#CCn1nnc(-c2ccc3c(c2)OCO3)n1,6,1.6,0,-0.5,-3.2,/,-10,-0.2,-1.8
O=C(CCOc1ccccc1)Nc1nnc(-c2ccc3c(c2)OCCO3)o1,-4,-2.4,-12,-1.9,-3.0,7.8,-7,i,-0.9
CC1CCCN(C(=O)Cc2cn(Cc3cccc(Cl)c3)c3ccccc23)C1 (centres undefined),0,-0.7,-1,5.8,0.0,0.7,39,-0.7,/
CCOC(=O)C1=C(C)NC(C)=C(C(=O)OCC)C1c1ccccn1,7&4,-3.4&-2.2,23&16,0.5,2.9,-6.7,-11&-12,-2.9,0.2
CCOC(=O)Cn1nc(-c2ccccc2)ccc1=O,3,-0.3,4,-0.8,2.1,/,2,i,/
CNS(=O)(=O)c1cccc(C(=O)OCC(=O)Nc2ccc(Cl)cn2)c1,3,1.1,-5,0.2,1.6,0.3,-1,-0.3,0.5
CC(=O)Nc1cccc(/C(C)=N/NC(=O)c2ccc(O)cc2)c1,6,-3.9,2,-1.0,-0.5,-0.9,3,-0.6,-1.7
CC1(C)CC(=O)c2sc(NS(=O)(=O)c3ccccc3)nc2C1,-2,-4.0,11,0.5,-0.8,0.5,-10,-0.7,/
COc1ccc(NC(=O)CS(=O)c2ccc(Cl)c(Cl)c2)cc1 (centres undefined),4,-0.1,0,0.2,4.1,2.5,-9,i,-1.5
O=C(CSc1nn(-c2ccc(F)cc2)c(=S)s1)N1CCN(C(=O)c2ccco2)CC1,2,-2.9,24,1.7,/,/,-1,i,2.7
Cc1cccc(OCC(O)CN2CCNCC2)c1 (centres undefined),4,1.2,-9,-1.2,1.4,0.7,1,2.2,-2.2
CCN(CC)CCNC(=O)c1ccc(NC(=O)c2ccc(S(=O)(=O)N(C)c3ccccc3OC)cc2)cc1,-1,-6.6,-5,-1.2,/,0.1,-33,1.4,-0.3
Cc1nn(C(=O)c2cc([N+](=O)[O-])ccc2Cl)c(C)c1Br,-3,-2.6,-7,-0.4,2.4,1.9,12,i,/
O=C(COC(=O)/C=C/c1ccc(S(=O)(=O)N2CCc3ccccc32)cc1)NC1CCS(=O)(=O)C1 (centres undefined),-1,-4.4,1,0.3,4.9,2.2,24,-0.6,/
CCCSc1nc(NCc2ccco2)c2c3c(sc2n1)COC(C)(CC)C3 (centres undefined),3,-1.5,2,0.3,-0.7,/,-2,-0.4,-1.5
Cc1cc(=O)oc(C)c1C(=O)Nc1ccc2ncccc2c1,1,-0.1,10,0.5,1.4,/,-3,-0.3,/
N/C(=N\OC(=O)CCC1CCCC1)c1ccncc1,2,-1.4,14,-1.5,-0.2,1.3,2,-0.4,-0.6
O=C(NCCC1=CCCCC1)C(=O)NCC(c1ccco1)N1CCN(c2ccc(F)cc2)CC1 (centres undefined),1,-1.3,6,-0.5,-4.4,/,12,-0.4,-0.2
CC(=O)Oc1cccc(N2C(=O)c3ccc(C(=O)Nc4c[nH]c(=O)[nH]c4=O)cc3C2=O)c1,0,-0.3,2,1.0,-0.6,/,-5,1.3,/
CN=C(SCc1ccccc1)c1c(O)n(C)c(=O)n(C)c1=O,-2,-1.2,9,0.1,2.6,/,-3,-1.2,-0.4
O=c1c2cc(Br)ccc2[nH]c(=S)n1Cc1ccccn1,-3,-0.9,11,-1.1,0.7,-5.7,-7,-0.1,/
CN(CC(=O)Nc1c(Cl)cccc1Cl)C(=O)CCNS(=O)(=O)c1ccccc1C(F)(F)F,-2,-4.1,-1,-0.5,-1.2,-0.5,-2,i,-0.7
O=C(OCCO)c1cc(Cl)c(C(=O)OCCO)cc1Cl,-3,-1.4,-1,0.6,-0.3,/,-3,-1.3,-2.2
CCOC(=O)C1=C(C)OC(N)=C(C#N)C1c1cccc(C)c1 (centres undefined),4,-0.2,2,-1.3,0.8,0.1,11,-0.3,0.6
CSc1ncccc1C(=O)OCC(=O)N(C)Cc1ccc(C)cc1,0,-2.6,-4,/,/,0.4,9,i,-0.8
CN1CCN(c2ccc(CNC(=O)C3Cc4c(-c5ccccc5)ccnc4O3)cc2)CC1 (centres undefined),-2,-0.4,3,/,/,0.7,5,i,1.7
COc1ccccc1/C=N/NC(=O)c1c(-c2ccccc2)noc1C,0,-0.9,10,0.4,1.7,-2.3,0,-0.3,/
Cc1ccc(-n2nnnc2-c2ccccc2Br)cc1,3,-1.9,14,/,-1.4,5.2,3,i,1.1
CCOC(=O)c1c(NC(=O)CSc2ncn[nH]2)sc(C(C)=O)c1C,-4,-2.0,7,0.6,2.2,-3.1,-8,0.7,12
O=C(NCCSc1c[nH]c2ccccc12)c1ccc2c(c1)OCO2,1,0.6,-2,0.3,-2.2,-1.3,2,-0.2,0.8
COC(c1ccccc1)c1nnc(CCC(=O)NC2C3CC4CC(C3)CC2C4)o1 (centres undefined),0,-1.6,17,0.6,-0.3,0.0,5,i,/
O=C(Nc1ccccc1)OCc1cncs1,3,-3.1,-1,0.3,-1.3,-1.4,6,0.7,0.4
COC(=O)Cn1ncn2cccc2c1=O,-1,-2.0,-6,-1.1,0.4,/,-8,-1.0,/
COc1cccc(NC(=O)Nc2ccc3c(c2)CCC3)c1,3,-1.0,9,-0.7,0.0,-0.5,-9,-0.4,-0.3
Cc1ccc(Cc2c(-c3ccc(Cl)cc3)nc3ccc(Cl)cn23)cc1,0,-3.5,0,/,/,-2.2,20,-0.7,-1.3
CCn1c(SCC(=O)OC(C)C)nnc1-c1ccccc1OC,4,-0.5,-3,8.8,-0.6,1.7,5,i,/
COCCN1C[C@@H](CO)O[C@@H](n2cnc3c(NCCO)ncnc32)C1,-2,0.1,9,/,/,1.3,-1,i,-0.2
Cc1nn(C)c(C(=O)NNC(=S)Nc2ccc(F)cc2)c1[N+](=O)[O-],-1,-2.1,-4,-0.8,2.9,/,-1,i,4.8
COCCn1c(SCC(=O)NC(=O)NC2CCCCC2)nc2ccccc2c1=O,2,-0.3,2,0.5,1.0,0.1,21,-2.8,-1.0
CCN(CC)CCC/C(=N\O)C(O)(c1ccccc1)c1ccccc1,-1,-1.1,2,-1.6,-2.3,0.9,12,-1.1,/
CCCS(=O)(=O)c1c(S(=O)(=O)CCC)c2cnccn2c1C(=O)c1ccc(CC)cc1,-1,-2.1,-3,7.3,0.3,/,6,/,1.0
COc1ccc(S(=O)(=O)N2CCCCC2c2cc(C(=O)NCc3ccc(F)cc3)no2)cc1 (centres undefined),0,-2.8,6,/,/,0.4,-5,-0.4,-0.4
Cc1cccc(/N=C/c2c(O)[nH]c3ccccc23)n1,0,0.4,45*,6.0,-5.0,/,6,i,/
CSc1ccccc1NC(=S)NC1CCCC1,-1,-2.5,-5,0.1,-3.1,2.1,2,i,1.0
CC(=O)c1c(O)cc(C(C)C)n(-c2ccccc2)c1=O,1,-2.4,-4,-0.1,2.9,/,0,-0.6,-0.4
Cc1ccc(/C=N/NC(=O)Cc2cccn2C)s1,-2,-2.6,9,-0.4,2.3,/,-3,-0.1,/
CC(C)(C)Cc1c(-c2ccc(Cl)cc2)nc2ccc(Br)cn12,1,-4.2,-10,/,/,0.0,-1,-0.4,0.2
CCOC(=O)C1=C(C)OC(N)=C(C#N)C1c1cc2cc(C)ccc2nc1N1CCCCC1 (centres undefined),6,-4.4,1,-0.2,2.9,/,4,i,-1.5
CCOC(=O)C1(CCOc2ccccc2)CCN(Cc2cccc3c2OCO3)CC1,5,-2.2,4,0.4,0.1,-0.2,3,-0.5,/
COc1ccc(N(CC(=O)NCCSc2ccccn2)S(=O)(=O)c2ccccc2)c(OC)c1,0,0.3,10,0.3,1.3,1.2,23,-1.4,-0.9
Cc1ccc(S(=O)(=O)N(C(=O)c2ccncc2)c2ccc(OC(=O)c3ccncc3)cc2)c(C)c1,-1,-3.0,-4,1.7,1.8,-0.3,13,-0.3,/
CC(CN1CCN(C)CC1)OC(=O)c1cccc(Cl)c1 (centres undefined),-4,-4.4,-6,0.5,-0.2,-0.2,5,-0.3,-3.3
CC1CC(C)CN(C(=O)c2cccc(S(=O)(=O)Nc3cc(C(F)(F)F)ccc3Cl)c2)C1 (centres undefined),1,-6.1,7,225*,2.1,-1.5,13,i,/
COc1ccc2c(c1)C1=NN(/C(C)=C/C(C)=O)C(c3cccc(F)c3)C1CC2 (centres undefined),11,-1.5,3,-0.8,-1.0,-0.4,4,-0.5,-0.1
COC(=O)C1Cc2ccccc2CN1S(=O)(=O)c1ccc(F)cc1 (centres undefined),-2,-3.6,2,-1.0,0.9,1.6,-4,-0.1,1.1
FC(F)(F)Sc1ccc(NC(=S)NCc2ccccc2)cc1,-1,1.1,2,148*,-0.5,0.9,4,i,0.5
O=C(NCCS(=O)(=O)N1CCN(c2ccccc2F)CC1)c1ccco1,0,-5.3,-2,-0.3,1.5,2.2,2,i,/
O=C(NCc1ccccc1)C1(c2cccc(F)c2)CCCC1,1,-2.3,5,-0.6,4.1,1.2,-2,1.6,/
CN1CCN(/N=C/c2ccc(OCc3ccccc3)cc2)CC1,9,1.6,6,1.3,0.8,1.0,-7,i,-1.9
CC(C)(C)S(=O)(=O)N1Cc2cc(=O)n(Cc3ccccc3)c(CCO)c2[C@H]1CCO,10,-1.1,12,0.5,/,1.0,4,0.9,0.1
CC1CCCC(NC(=O)COC(=O)COc2ccccc2Cl)C1C (centres undefined),-5,-2.7,-3,0.1,0.0,1.9,-2,1.4,/
Nc1ccc2c(c1)OCCOCCOCCOCCOCCO2,1,-2.9,-1,-0.5,-1.3,1.8,6,i,/

# Some of the entries so far, with each value named.
COc1ccc2c(c1)C1=NN(/C(C)=C/C(C)=O)C(c3cccc(F)c3)C1CC2 (centres undefined)
  FBA Mtb inh: 11 | FadD28 binding: -1.5 | GDH-TPI inh: 3 | PfHsp40 yeast: -0.8 | Mtb UGM inh: -1.0 | TcdB GH inh: -0.4 | Y pestis TopoI: 4 | BH1578 lux ind: -0.5 | BioA inh: -0.1
COC(=O)C1Cc2ccccc2CN1S(=O)(=O)c1ccc(F)cc1 (centres undefined)
  FBA Mtb inh: -2 | FadD28 binding: -3.6 | GDH-TPI inh: 2 | PfHsp40 yeast: -1.0 | Mtb UGM inh: 0.9 | TcdB GH inh: 1.6 | Y pestis TopoI: -4 | BH1578 lux ind: -0.1 | BioA inh: 1.1

# Given with two lines to a compound: 7 of the compounds above.
# Screens in order – FBA Mtb inh, FadD28 binding, GDH-TPI inh, PfHsp40 yeast, Mtb UGM inh, TcdB GH inh, Y pestis TopoI, BH1578 lux ind, BioA inh
> CN1CCN(c2ccc(CNC(=O)C3Cc4c(-c5ccccc5)ccnc4O3)cc2)CC1 (centres undefined)
  -2, -0.4, 3, /, /, 0.7, 5, i, 1.7
> O=c1[nH]n(CC2COC3(CCCCC3)O2)c(=O)c2ccccc12 (centres undefined)
  4, -1.6, 4, -0.3, -0.8, -0.4, 2, 2.9, 0.7
> COC(=O)C1Cc2ccccc2CN1S(=O)(=O)c1ccc(F)cc1 (centres undefined)
  -2, -3.6, 2, -1.0, 0.9, 1.6, -4, -0.1, 1.1
> Cc1ccc(Cc2c(-c3ccc(Cl)cc3)nc3ccc(Cl)cn23)cc1
  0, -3.5, 0, /, /, -2.2, 20, -0.7, -1.3
> CCOC(=O)Cn1nc(-c2ccccc2)ccc1=O
  3, -0.3, 4, -0.8, 2.1, /, 2, i, /
> Cc1nn(C(=O)c2cc([N+](=O)[O-])ccc2Cl)c(C)c1Br
  -3, -2.6, -7, -0.4, 2.4, 1.9, 12, i, /
> COCCn1c(SCC(=O)NC(=O)NC2CCCCC2)nc2ccccc2c1=O
  2, -0.3, 2, 0.5, 1.0, 0.1, 21, -2.8, -1.0
